Lipid storage S3: qHTS Assay for Lipid Storage Modulators in Drosophila S3 Cells | Drosophila S3 cells, BODIPY lipid droplet fluorescence, 18-24 h; cells fed with added oleic acid | lipid storage change, negative = inhibition, % at the top dose, mostly 46.1 µM; hits show Potency in µM | actives 0.64% (n = 320,000); active = well fitted inhibition curve with a large enough effect in the signal ratio, with a control signal flat, not every such curve was filed as active; inconclusive = small, poorly fitted or top-dose-only effect, or effect the other way, or a change in a side signal; the % refers to the signal ratio
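Drosophila S3 cells loaded with oleic acid (400 uM, as added) and compounds at several concentrations; lipid droplets imaged by 488-nm laser-scanning cytometry, 500–530 nm intensity and object ratio to cell channel. Percent activity normalized to 20 uM Triacsin C.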
Lipid storage S3 cell count max: also measured in Lipid storage S3; calls as there; cell number change, %; measured here: cell count max response;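 cells counted by Cell Tracker Red CMTPX staining in the red channel; peak over a dose series mostly up to 46.1 µM; percent activity relative to internal control wells on each plate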
* marks the source's active call; other numbers are inactive results; i = inactive; ? = inconclusive; . = not tested or not shown; [ ] = remark or other dose. % is set by controls: 0 for no effect and ±100 for the full control effect; potency is the fitted concentration of half-maximal effect. Not all compounds are listed, so the mix of outcomes need not match the whole.

The first 6 compounds, ahead of the listing:
SMILES	Lipid storage S3	Lipid storage S3 cell count max
O=C(O)c1cccc(S(=O)(=O)Nc2ccc(O)cc2Sc2nc3ccccc3s2)c1	-7%	3
Cc1ccc(NC(=O)CN(c2cc(C)cc(C)c2)S(=O)(=O)c2c(C)noc2C)nc1	14%[9.22 µM]	.
Cn1nc(C(C)(C)C)c([N+](=O)[O-])c1C(=O)NC(C)(C)C	?	.
COc1ccc2c(c1)CCCC21NC(=O)N(CC(N)=O)C1=O (stereo unspecified)	-10%	-1
CCCCCn1c(CCNC(=O)CCC)nc2ccccc21	-12%	-2
COc1ccccc1C(=O)Nc1cccc(Oc2c(F)c(F)c(F)c(F)c2F)c1	?	.

Main list (from the top)
SMILES	Lipid storage S3	Lipid storage S3 cell count max
O=C(O)c1cccc(S(=O)(=O)Nc2ccc(O)cc2Sc2nc3ccccc3s2)c1	-7%	3
Cc1ccc(NC(=O)CN(c2cc(C)cc(C)c2)S(=O)(=O)c2c(C)noc2C)nc1	14%[9.22 µM]	.
Cn1nc(C(C)(C)C)c([N+](=O)[O-])c1C(=O)NC(C)(C)C	?	.
COc1ccc2c(c1)CCCC21NC(=O)N(CC(N)=O)C1=O (stereo unspecified)	-10%	-1
CCCCCn1c(CCNC(=O)CCC)nc2ccccc21	-12%	-2
COc1ccccc1C(=O)Nc1cccc(Oc2c(F)c(F)c(F)c(F)c2F)c1	?	.
COc1ccc(-c2cc(C(=O)Nc3ccc(S(=O)(=O)Nc4ncccn4)cc3)c3ccccc3n2)cc1	2%	0
CN(C(=O)CCN1C(=O)S/C(=C\c2ccccc2)C1=O)C1CCS(=O)(=O)C1 (stereo unspecified)	i	-26
NC(=O)c1ccc[n+](Cc2ccc(-c3ccccc3)cc2)c1	0%	19
C=CCOc1ccc(C2C(C(=O)c3ccc(C)o3)=C(O)C(=O)N2Cc2cccnc2)cc1 (stereo unspecified)	i	8
CCOC(=O)N1CCN(C(=O)c2ccc3c(=O)n(CCc4ccccc4)c(=O)[nH]c3c2)CC1	i	.
NNC(=O)[C@H]1C[C@@H]1c1ccccc1	?	.
COc1ccc(/C(N)=N/OC(=O)Cc2cccs2)cc1	26%	.
Cc1cc(NC(=O)CCN2C(=O)C3C4C=CC(C4)C3C2=O)c2ccccc2n1 (stereo unspecified)	-9%	-12
COc1ccc(CC(=O)OCC(=O)Nc2ncc(Cl)c(C)c2Cl)cc1	?	.
CN(Cc1nccn1C)C(=O)c1cc(COc2ccc3ncccc3c2)on1	?	.
CC(C(=O)Nc1ccc(S(=O)(=O)N2CCCC2)cc1)N(C)Cc1ccc(F)cc1 (stereo unspecified)	?	.
O=C(CN1CCC(C(=O)c2ccc3c(c2)OCCO3)CC1)NCc1ccccc1	?	.
O=C(/C=C/c1cccs1)NC(=S)Nc1ccccc1	?	.
Cc1ccc(-c2noc(CN(C(=O)c3cccs3)C(C)C)n2)cc1	?	.
CN(CC(=O)Nc1ccc(Br)cc1)Cc1ccccc1	1%	-11
CCOP(=O)(OCC)C(Nc1ccccn1)c1ccc(F)cc1 (stereo unspecified)	10%	10
CC(CC(=O)N1CCc2ccccc21)S(=O)(=O)c1ccc2c(c1)NC(=O)CO2 (stereo unspecified)	?	.
CCn1c(C(O)c2cccc(OC)c2OC)nc2ccccc21 (stereo unspecified)	i	.
O=S1(=O)[C@H]2C[C@@H]3C=C[C@@]2(CN1Cc1cccc(F)c1)O3	?	.

Look-ups from the entries so far.
CCOP(=O)(OCC)C(Nc1ccccn1)c1ccc(F)cc1 (stereo unspecified) in Lipid storage S3 cell count max is entered as 10
C=CCOc1ccc(C2C(C(=O)c3ccc(C)o3)=C(O)C(=O)N2Cc2cccnc2)cc1 (stereo unspecified) in Lipid storage S3 cell count max is entered as 8

Continued.
SMILES	Lipid storage S3	Lipid storage S3 cell count max
Cc1ccc(N=C2SC(C(=O)Nc3ccc(OC(F)(F)F)cc3)C(N)=C2C(=O)Nc2c(C)cc(C)cc2C)cc1 (stereo unspecified)	?	.
O=C(CCc1ccc(S(=O)(=O)NC2CCCCC2)cc1)NCc1ccccc1	?	.
Cc1cccc(N2CCN(c3cc(C)nc4nnnn34)CC2C)c1 (stereo unspecified)	?	.
COc1ccc(OCc2nc3c4cc(OC)c(OC)cc4nc(=S)n3[nH]2)cc1	8%	5
CCO[C@@H]1OC(C(=O)Nc2ccccc2)=C[C@H](c2coc3ccccc3c2=O)[C@H]1CCCO	-11%	1
COc1ccc(CCNCC(O)COc2ccc(OC)cc2C(C)(C)C)cc1 (stereo unspecified)	?	.
CCn1nc(C(=O)Nc2ccccc2N2CCCC2)c2ccccc2c1=O	?	.
Fc1ccc(-n2[nH]nnc2=S)cc1N1CCCC1	?	.
CS(=O)(=O)c1ccc(C(=O)CN2C(=O)NC3(CCCc4ccccc43)C2=O)cc1 (stereo unspecified)	-3%	-11
Cc1sc(NC(=S)NC(=O)CCc2ccccc2)c(C(N)=O)c1C	?	.
CC(C)Sc1cc(N2CCCC2)nc(-c2ccccc2Cl)n1	?	.
CC(C)C1CC(CCNCc2ccc3c(c2)OCO3)(c2ccccc2)CCO1 (stereo unspecified)	?	.
O/N=C(/Cc1ccccn1)c1ccccc1	?	.
Cc1ccc(-c2nsc(SCC(=O)NCC3CCCO3)n2)cc1 (stereo unspecified)	4%	-8
CCOC(=O)c1ccc(S(=O)(=O)N2CC(=O)Nc3ccccc32)cc1	?	.
CCc1cc2c(=O)n(Cc3ccco3)c(SCC(=O)N3CCCc4ccccc43)nc2s1	?	.
O=C(Nc1cccc(S(=O)(=O)N2CCOCC2)c1)c1cccc(S(=O)(=O)N2CCCC2)c1	?	.
Cc1ccc(C2/C(=C(/O)c3ccccc3)C(=O)C(=O)N2CCN2CCOCC2)o1 (stereo unspecified)	-2%	10
Cc1nnc(NC(=O)C2C3C=CC(O3)C2C(=O)O)s1 (stereo unspecified)	?	.
Cn1c(N)c(C(=O)COC(=O)c2cccs2)c(=O)n(C)c1=O	?	.
O=C(CCC(=O)Nc1cc(C(F)(F)F)ccc1Cl)N/N=C\c1cc([N+](=O)[O-])ccc1O	?	.
Cc1cc(CN(C)Cc2cn(C)nc2-c2ccc(Oc3ccccc3)cc2)on1	-6%	14
CCN(CC(=O)Nc1cc(S(=O)(=O)N2CCOCC2)ccc1Cl)Cc1ccccc1	?	.
Cc1ccc(-n2ncc3c2CC(C)(C)CC3NC(=O)CCCN2CCCCC2=O)cc1 (stereo unspecified)	i	-6
CCOC(=O)c1ccc(NC(=S)Nc2ccc(Cl)cn2)cc1	-5%	-19
(more compounds)
SMILES	Lipid storage S3	Lipid storage S3 cell count max
Cc1ccc(SC[C@H](CC(C)C)N2CCN(CCc3ccccc3)CCC2=O)cc1	?	.
Cc1nc(NC(=O)COC(=O)C(NC(=O)c2ccco2)C(C)C)c(Cl)cc1Cl (stereo unspecified)	i	13
CCC(=O)NC(Nc1cc(C)ccn1)(C(F)(F)F)C(F)(F)F	?	.
COc1cc(/C=C2\CC/C(=C\c3cc(OC)c(O)c(OC)c3)C2=O)cc(OC)c1O	?	.
CCOP(=O)(OCC)C(NC(=O)C(F)(F)F)c1ccccc1 (stereo unspecified)	-6%	-24
CCOC1=NN(c2ccc(Cl)cc2)C(=O)/C1=C\N(C)C	?	.
CN(C)c1nc(NC(C)(C)C)nc(NC(C)(C)C)n1	?	.
COc1ccc(CCc2cc(OC)cc(=O)o2)cc1	17%	-1
CCn1ncc(CN2CCCC(C(=O)Nc3cccc(-c4cc5ccccc5[nH]4)c3)C2)c1C (stereo unspecified)	?	.
COc1ccc(S(=O)(=O)N2CCC3(CC2)OCCN3S(=O)(=O)c2c(C)cc(C)cc2C)cc1	i	.
Cc1ccccc1C1CCCN(Cc2nc(CC3CC3)no2)C1 (stereo unspecified)	-3%	-3
Cc1ccccc1NCC(=O)N/N=C/c1c(C)c(C(=O)c2ccc(Cl)cc2)n2ccccc12	?	.
CCOc1cc(C(=O)N(C)c2ccccc2)cc(OCC)c1OCC	?	.
CSc1ccccc1NC(=O)C1CCN(S(C)(=O)=O)CC1	?	.
O=C(Cc1csc(-c2ccc(Cl)cc2)n1)Nc1cccc(S(=O)(=O)NC2=NCCC2)c1	?	.
O=C(O)c1cccc(Cn2c(Cl)c(/C=N/NC(=O)c3ccccc3O)sc2=O)c1	20%	1
Cn1cc([N+](=O)[O-])c(C(=O)Nc2cnn(Cc3ccc(F)cc3)c2)n1	?	.
CCc1ccc(-c2nc(CN3CCC(C(=O)NCc4ccc(F)cc4)CC3)c(C)o2)cc1	-30%	.
COc1ccc(C2CC(c3ccc(OC)cc3OC(C)=O)=NN2C(=O)c2ccccc2)cc1 (stereo unspecified)	-13%	-17
CC(C)Cn1c(N)c(C(=O)NCC2CCCO2)c2nc3ccccc3nc21 (stereo unspecified)	?	.
COc1ccc(C(=O)c2sc(Nc3ccccc3F)nc2N)cc1	1%	-11
COC(/C=C/Nc1ccc(C)cc1)=C(C#N)C#N	-12%	5
CCN(C(=O)CSc1nnnn1-c1ccccc1)c1c(N)n(Cc2ccccc2)c(=O)[nH]c1=O	2%	2
O=C1CN(C(=O)COC(=O)CNC(=O)c2ccc(Br)o2)c2ccccc2N1	?	.
O=C1SC(Cc2ccccc2)C(=O)N1c1ccccc1 (stereo unspecified)	?	.

Another view of some results above:
Values in the order: Lipid storage S3 | Lipid storage S3 cell count max
> COc1ccc(S(=O)(=O)N2CCC3(CC2)OCCN3S(=O)(=O)c2c(C)cc(C)cc2C)cc1
→ i | .
> Cc1ccccc1C1CCCN(Cc2nc(CC3CC3)no2)C1 (stereo unspecified)
→ -3% | -3
> Cc1ccccc1NCC(=O)N/N=C/c1c(C)c(C(=O)c2ccc(Cl)cc2)n2ccccc12
→ ? | .
> CCOc1cc(C(=O)N(C)c2ccccc2)cc(OCC)c1OCC
→ ? | .
> CSc1ccccc1NC(=O)C1CCN(S(C)(=O)=O)CC1
→ ? | .
> O=C(Cc1csc(-c2ccc(Cl)cc2)n1)Nc1cccc(S(=O)(=O)NC2=NCCC2)c1
→ ? | .

(cont.)
SMILES	Lipid storage S3	Lipid storage S3 cell count max
COc1ccccc1CNC(=O)C(C)Sc1ccsc1[N+](=O)[O-] (stereo unspecified)	?	.
O=C1C[C@H]2[C@H](CO)[C@@H](OC(=O)c3ccc(-c4ccccc4)cc3)C[C@H]2O1	7%	-7
C=CCn1c(SCC(=O)Nc2c(C)n(C)n(-c3ccccc3)c2=O)nc2scc(-c3ccccc3)c2c1=O	?	.
COC(=O)C1CCN(C(=O)COC(=O)COc2ccc(C#N)cc2)CC1	2%	1
CCOc1ccc(NC(=O)CN(C)C(=O)CN2C(=O)NC3(CCCC3)C2=O)cc1OCC	?	.
COc1ccc(NC(=O)CS(=O)(=O)Cc2nc(-c3ccc(C)cc3)oc2C)cc1	?	.
Cc1ccc(CNC(=O)Nc2cccc(C)c2)cc1	?	.
CCOC(=O)c1c(NC(=O)c2ccno2)c2cc([N+](=O)[O-])ccc2n1C	?	.
COc1ccc(C(=O)CC(=O)C(=O)Nc2ccccc2Cl)cc1	-18%	-16
Cc1ccccc1S(=O)(=O)Oc1ccc2ccc(O)cc2c1	-17%	-8
CCOc1ccc(C2NC(=O)C(C#N)=C(S)N2c2ccc(C)cc2)cc1OC (stereo unspecified)	?	.
N/C(=N\OC(=O)Cc1ccccc1)c1ccccc1Cl	i	11
O=C(Nc1nnc(SCCC2OCCO2)s1)C1CC(=O)N(c2ccc(F)cc2)C1 (stereo unspecified)	?	.
CCOC(=O)C1CCCN(C(=O)c2ccco2)C1 (stereo unspecified)	?	.
Cc1ccc(/C=C/C2=NN(Cc3ccccc3Cl)C(=O)CC2)cc1	?	.
C=CCN1C(=O)/C(=C2/Sc3ccc(OC)cc3N2CC)SC1=S	?	.
Cc1ccc(NC(=O)C(=O)C2C(=O)Nc3ccccc32)cc1 (stereo unspecified)	7%	-8
CSCC(C)N1CCC(CCC(=O)NC2CC2)CC1 (stereo unspecified)	?	.
CN1C2CCC1CC(NS(=O)(=O)c1cccc(C(F)(F)F)c1)C2 (stereo unspecified)	?	.
O=S(=O)(c1ccccc1)N1CCN(CCc2ccccc2)CC1	?	.
O=C(Nc1ccc2c(c1)CCC2)C1CCN(c2ncccn2)CC1	?	.
COC(=O)/C=C/c1ccc(OC(=O)OC)c(OC(=O)OC)c1	?	.
C/C(Cc1ccccc1)=N\NC(=O)CNC(=O)c1cccc(Br)c1	?	.
CC[n+]1ccccc1/C=C/c1ccc(N(C)C)cc1	?	.
CC(=O)Oc1ccccc1C1C[C@]2(C)CC(=O)NC2N1C(C)=O (stereo partly specified)	-16%	-6
The list continues:
SMILES	Lipid storage S3	Lipid storage S3 cell count max
CCN1CCCC1CNC(=O)c1cc2ccc(OC)cc2[nH]1 (stereo unspecified)	-18%	.
NNC(=O)c1[nH]c2ccccc2c1-c1ccccc1	?	.
Cc1cc(-n2c(C)cc(C(=O)CSc3nncn3C(C)C)c2C)no1	?	.
Cc1c(N2C(=O)CS/C2=N\N=C\c2ccccc2O)c(=O)n(-c2ccccc2)n1C	16%	1
CSc1ccc(S(=O)(=O)N2CCN(Cc3ccc4c(c3)OCO4)CC2)cc1	21%	3
c1ccc(-c2nnsc2Sc2ccccn2)cc1	?	.
COc1cc(C(=O)Nc2ccc(S(=O)(=O)N3CCOCC3)cc2)c([N+](=O)[O-])cc1OC	-3%	0
COc1ccc(Cc2nnc(N/N=C/c3ccc(O)cc3O)[nH]c2=O)cc1OC	?	.
Cc1cc(Cl)ccc1OCC(=O)NNC(=O)C1CSC2(C)CCC(=O)N12 (stereo unspecified)	?	.
